TDP1 block: TDP1 (human) enzyme inhibition; recombinant TDP1, AlphaScreen DNA substrate cleavage; 0.28% of 350,000 active; Potency, µM (top dose mostly 130 µM), for the others: top-dose activity change, negative = inhibition, most hits filed as inhibitors; note: nearly all actives have a fitted effect of over 40% in size
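Signal: AlphaScreen proximity between streptavidin donor and anti-FITC acceptor beads on intact substrate. Reaction: Tdp1 1 nM, substrate 15 nM final, 5 min RT after 15 min compound preincubation.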
KAT2A inh: inhibitors of human GCN5L2 histone acetyltransferase | Potency, µM (series often up to 58.9 µM), inactives show top-dose activity change, negative = inhibition, usual class: inhibitors | 0.21% of 390,000 active | AID 504327 | GCN5L2 HAT assay, ThioGlo1 CoA-SH fluorescence | Q92830
Target sequence (Q92830 whole entry, looked up): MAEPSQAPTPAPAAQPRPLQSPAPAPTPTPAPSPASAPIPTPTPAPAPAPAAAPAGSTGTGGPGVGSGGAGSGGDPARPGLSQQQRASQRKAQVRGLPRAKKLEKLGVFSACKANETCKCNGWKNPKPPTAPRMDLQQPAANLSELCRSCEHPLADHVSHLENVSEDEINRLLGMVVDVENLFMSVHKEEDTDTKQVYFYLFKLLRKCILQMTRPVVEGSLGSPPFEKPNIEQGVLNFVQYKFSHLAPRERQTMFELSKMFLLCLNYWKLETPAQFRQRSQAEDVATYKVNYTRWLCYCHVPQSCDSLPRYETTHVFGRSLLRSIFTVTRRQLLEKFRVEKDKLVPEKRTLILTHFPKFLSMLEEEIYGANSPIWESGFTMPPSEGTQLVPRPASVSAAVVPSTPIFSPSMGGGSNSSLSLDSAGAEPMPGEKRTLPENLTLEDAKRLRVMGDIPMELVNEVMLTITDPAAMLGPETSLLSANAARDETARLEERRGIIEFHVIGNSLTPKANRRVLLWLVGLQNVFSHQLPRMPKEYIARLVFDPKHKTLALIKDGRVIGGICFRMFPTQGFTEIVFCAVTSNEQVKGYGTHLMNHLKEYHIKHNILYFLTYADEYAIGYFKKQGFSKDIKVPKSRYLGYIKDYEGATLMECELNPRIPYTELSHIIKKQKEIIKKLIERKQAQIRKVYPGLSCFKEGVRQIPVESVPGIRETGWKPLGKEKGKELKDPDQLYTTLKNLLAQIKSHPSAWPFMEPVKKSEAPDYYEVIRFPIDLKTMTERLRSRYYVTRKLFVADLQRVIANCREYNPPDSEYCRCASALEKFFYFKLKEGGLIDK
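ThioGlo1-coupled HAT assay: 20nM GCN5L2, 70uM acetyl-CoA, 75uM H3(1-25) peptide, pH 7.5. Fluorescence read at 340/540nm at start and after 20 min at room temperature.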
DT40 TDP1 no CPT: qHTS for Inhibitors of human tyrosyl-DNA phosphodiesterase 1 (TDP1): qHTS in cells in absence of CPT; 15% of 420,000 active; Potency, µM (series often up to 46.2 µM), for the others: at the top dose activity change, negative = growth inhibition, usual class: inhibitors; DT40 Tdp1-/- hTDP1 cells, no CPT, ATP luminescence, 48 h; note: nearly all actives have a fitted effect of over 55% in size
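Cells were dispensed at 400 per well, compounds added by pin tool, plates incubated ≥48 hr at 37 °C, then CellTiter-Glo added for 30 min at room temperature before luminescence reading. Line: DT40 Tdp1-/- complemented with hTDP1; camptothecin omitted.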
An asterisk follows results filed as active; ? = inconclusive; / = no result given; & = joins results of further samples; [ ] = another dose, or the depositor's remark. Calls come from the whole dose curve; as a rule, active = well fitted curve in the direction sought with a large enough effect; inconclusive = small, poorly fitted or top-dose-only effect, or another doubt; inactive = no such curve, though single readings can be large; an effect the other way counts as inactive or inconclusive. % is set by controls: 0 for no effect and ±100 for the full control effect; potency is the fitted concentration of half-maximal effect.

SMILES	TDP1 block	KAT2A inh	DT40 TDP1 no CPT
COc1ccccc1NS(=O)(=O)c1ccc(NN=C2CCCCC2)c([N+](=O)[O-])c1	8.1%	-5.5%	25.9µM*
O=C(Nc1ccon1)c1ccc(Cl)s1	0.0%	-11.3%	1.4%
COC(=O)c1ccc(C(=O)OC)c(NC(=O)CSCC(=O)O)c1	-2.6%	0.6%	-7.3%
CC1CCN(C(=O)CSc2nc3c(cnn3-c3ccccc3)c(=O)[nH]2)CC1	6.1%	-8.1%	-20.1%
CC1CCCC(NC(=O)COC(=O)Cc2ccc(Cl)cc2)C1C (stereo unspecified)	-4.1%	-1.7%	0.5%
O=c1cc(CCl)nc2scc(-c3ccccc3)n12	2.9%	-0.8%	16.4µM*
COc1cc(C(=O)NCCN2CCCC2)cc(OC)c1OC	1.6%[56.1 µM]	0.9%	-2.6%
O=C(Nc1ccc(N2CCCCC2)cc1)c1ccc(F)cc1F	2.6%	-2.1%	-9.5%
CC(=NNC(=O)c1ccc2nc[nH]c2c1)c1ccc(Br)cc1	1.3%	0.4%	-25.5%
CN1CCc2c(sc3nc(NCCO)n(-c4cccc(Cl)c4)c(=O)c23)C1	/	-1.7%	19.8%
Cc1ccc(-n2c(O)c(C=NC3CCS(=O)(=O)C3)c3ccccc3c2=O)cc1 (stereo unspecified)	-4.1%	1.3%	-14.3%
O=C(c1cnn2c(C(F)(F)F)cc(-c3ccccc3)nc12)N1CCOCC1	1.0%	-1.1%	-18.3%
CC12CC(NC(=O)N1c1cccc(C(=O)N3CCCCC3)c1)c1ccccc1O2 (stereo unspecified)	2.2%	-8.2%	26.5%
Cc1cc(NC(=O)CSc2nnc(Cc3ccccc3)n2C)no1	-2.5%	-5.9%	-15.2%
COC(=O)CN1C(=O)C(C)(C)c2cc(S(=O)(=O)Nc3ccc(Br)cc3F)ccc21	4.4%	2.4%	-9.7%
CC1=CC=CN2C1=NC(=O)CC2(C)C(=O)N(CC(=O)NC1CCCC1)c1cc(C)cc(C)c1 (stereo unspecified)	-3.7%	1.7%	1.5%
Cc1ccc2c(c1)c1ccc3c(c1n2C)C(=O)C=CC3=O	10.3%	-24.6%	0.581µM*
CCOC(=O)c1cnn(-c2ccc(C)cc2)c1N	0.0%	0.0%	-10.6%
Cc1ccc(CN(C(=O)Cn2nnc3ccccc32)C(C(=O)NCc2ccco2)c2cccs2)cc1 (stereo unspecified)	7.2%	-5.8%	23.1µM*
CC(=O)c1cccc(NC(=O)COc2ccccc2C(=O)c2cc(C#N)c(=O)n(C3CCCCC3)c2)c1	5.1%	-2.5%	11.6µM*
CC1=CC(=O)O[C@@H]1[C@@]1(C)C[C@H]2OC(=O)C[C@H]3[C@@H](C)C(=O)C(O)=C1[C@@]23CO	/	-8.5%	5.2%
COc1cc(/C=N/NC(=O)C(=O)NCC2CCCO2)cc(Cl)c1O (stereo unspecified)	/	-12.5%	14.9%
COc1ccc(N2C(=O)CCC(C(=O)NCc3ccccn3)C2c2ccc(OC)c(OC)c2)cc1 (stereo unspecified)	4.1%	-14.7%	-8.9%
CC1=C(C(=O)N2CCOCC2)C(c2c(F)cccc2F)NC(=O)N1 (stereo unspecified)	0.0%	-6.4%	0.6%
Cc1[nH]n(C(N)=S)c(=O)c1N=Nc1cc(-c2ccc(Br)cc2)[nH]n1	8.0%	0.1%	2.91µM*
CCOC(=O)c1c(N)c(C#N)c2n1CCCC2	0.0%	-0.9%	-4.7%
COc1ccc(CCNC(=O)c2cc3c(s2)-c2c(C)cccc2OC3)c(OC)c1	-3.9%	-3.2%	?
Cc1ccc(S(=O)(=O)N(C)C)cc1NC(=O)Nc1c(-c2ccccc2)noc1C	5.7%	-4.5%	-9.4%
COc1ccc(N(C(=O)c2ccncc2)S(=O)(=O)c2cccs2)cc1	/	-11.9%	?
Cc1ccc(C)c(CSc2nnc(C)c(=O)n2N)c1	3.5%	-3.2%	-4.4%
CCC[C@H]1C(=O)N2C(N(C)C)=Nc3ccc(C)cc3N2C1=O	12.8%[21 µM]	8.9%[21.4 µM]	/
O=C(O)c1cc([N+](=O)[O-])ccc1Nc1ccccc1	1.1%	-8.1%	-3.0%
O=C(Oc1ccc(-c2csnn2)cc1)C1CC1	-5.0%	4.1%	-8.2%
COc1ccc(S(=O)(=O)NCC(c2cccnc2)N2CCN(c3ccccc3)CC2)cc1C (stereo unspecified)	4.2%	-16.2%	?
CC(=O)c1ccc(Oc2cc(C)nc(N3CCOCC3)n2)cc1	5.6%	-3.0%	-8.2%
CN(CC(=O)N1CCc2ccccc21)S(=O)(=O)c1cccc2cccnc12	4.9%	-5.9%	?
CC(=O)Oc1ccc(C(=O)OCC(=O)c2c(N)n(C)c(=O)n(C)c2=O)cc1OC(C)=O	-3.6%	1.3%	-13.2%
COc1ccc2[nH]c3c(=O)n(Cc4ccc(C(=O)NCC5CCCO5)cc4)c(=S)[nH]c3c2c1 (stereo unspecified)	?	-21.2%	-20.5%
CC(=O)Nc1ccc(NS(=O)(=O)c2ccc3ccccc3c2)cc1	0.0%	-6.6%	?
CCCCOC(=O)c1ccc(OC(=O)c2sc3ncn(Cc4cccc(F)c4)c(=O)c3c2C)cc1	2.8%	-3.0%	-16.9%
Cc1ccc(C)c(NC(=O)COC(=O)CCC(=O)c2cccs2)c1	-2.9%	-22.1%	4.7%
COc1cc(/C=C/C(=O)OCC(=O)NC(=O)NC(C)(C)C)ccc1OCC#N	3.2%	-0.6%	?
Fc1ccc(N2CCN(c3nc4ccccc4c4nc(-c5ccccc5)nn34)CC2)cc1	-2.0%	-7.5%	-6.2%
COc1cc(N=CC2=C(O)c3ccccc3C2=O)cc(OC)c1	1.9%	-0.9%	-26.4%
O=C(NCCc1ccc(Cl)cc1)C1CCN(S(=O)(=O)N2CCC3(CC2)OCCO3)CC1	3.8%	-1.0%	-17.4%
CC(C)(C)c1ccc(NC(=O)Nc2ccc(OCC(=O)N3CCOCC3)cc2)cc1	3.4%	-5.9%	-20.6%
COc1ccccc1CNC(=O)c1cccc(S(=O)(=O)N2CCN(C)CC2)c1	4.2%	1.2%	-4.2%
Cc1ccc(-c2cn(-c3cccc(Cl)c3)c(S(=O)(=O)CC(=O)Nc3ccccc3F)n2)cc1	8.8%	-11.5%	?
CCc1ccc(NC(=O)CCn2cccc2)cc1	4.0%	-9.9%	-0.8%
O=C(Nc1ccc2c(c1)C(=O)OC2)c1ccc(Cl)cc1Cl	10.6%	-7.6%	-10.0%
CCN(CC)C(=O)C1CCN(c2nnc(C)c3c(C)n(-c4ccc(Cl)cc4)nc23)CC1	2.8%	-1.7%	4.0%
Cc1ccc(Cn2cc(-c3ccccc3)nn2)cc1	/	-0.9%	?
O=C1CC(C(=O)N2CCC(N3CCC(C(=O)NC4CC4)CC3)CC2)c2ccccc21 (stereo unspecified)	/	-12.8%	-7.6%
CCc1noc(C)c1C(=O)N1CCN(c2cccc(C)c2C)CC1	0.1%	3.4%	14.6µM*
Cc1cccc(Nc2ncnc3ccc(Br)cc23)c1	2.7%	-8.0%	?
O=C(Nc1cccc(Cl)c1)Nc1nnc(-c2ccccc2)o1	5.0%	-3.4%	16.4µM*
O=C1CCC(CCC(=O)N2CCCC(C(=O)c3cccc(C(F)(F)F)c3)C2)=NN1 (stereo unspecified)	-2.7%	1.7%	-19.8%
O=C(Cn1cc(C(=S)N2CCOCC2)c2ccccc21)N1CCOCC1	5.1%	/	-19.2%
O=C1c2ccccc2NC(c2ccc(-c3ccc(C(F)(F)F)cc3)o2)N1O (stereo unspecified)	3.8%	-3.8%	/
Cc1cc(C)c(C)c(S(=O)(=O)NCC(=O)O)c1C	1.9%	1.0%	2.3%

Next section.
SMILES	TDP1 block	KAT2A inh	DT40 TDP1 no CPT
COc1cc2c(cc1OC)C(C)N(C(=O)c1cc3c(s1)-c1c(C)cccc1OC3)CC2 (stereo unspecified)	0.0%	-18.5%	16.4µM*
COc1ccc(OCCC(=O)N2CCCCC2)cc1	0.0%	1.5%	-0.3%
CCOc1nc(Nc2ccc(Cl)cc2)nc(OCC)n1	/	-1.5%	-20.8%
O=S(=O)(NCC1CCCO1)c1ccc(Br)cc1 (stereo unspecified)	0.7%	-6.3%	2.6%
O=C(CCCN1C(=O)c2ccccc2C1=O)Nc1ccccn1	-3.6%[56.1 µM]	2.2%	-8.2%
CCOC(=O)C1=C(c2ccccc2)NC(=S)NC1c1ccc(Cl)c([N+](=O)[O-])c1 (stereo unspecified)	5.3%	-6.4%	/
O=C(c1ccc(C23CC4CC(CC(C4)C2)C3)o1)N1CCOCC1	1.1%	-22.4%	23.1µM*
CCc1nc(NC(C)(C)C)c2cnn(-c3ccccc3)c2n1	2.7%	-10.3%	18.4µM*
CCN(C(=O)COC(=O)c1cc(S(=O)(=O)N2CCOCC2)c(Cl)cc1Cl)C1CCS(=O)(=O)C1 (stereo unspecified)	-2.5%	1.0%	-2.0%
COc1ccc([C@H]2CC(=O)C=C(c3cccc(C(F)(F)F)c3)C2)cc1	-2.4%	-16.9%	-20.9%
CCOC(=O)c1c(NS(=O)(=O)Cc2ccccc2)sc2c1CCCC2	-0.5%	-8.9%	4.8%
CCN1C(=O)/C(=C\c2cccc(OC(=O)c3ccco3)c2)SC1=S	/	-2.0%	-6.1%
COc1ccc(CNC(=O)C2(C)Cc3ccccc3C(=O)O2)cc1 (stereo unspecified)	7.2%	-6.6%	-28.9%
CCc1nonc1NC(=O)c1oc2cc(C)c(C)cc2c1C	1.0%&0.0%	2.2%&-0.7%	?
COC(=O)c1ccc(S(=O)(=O)N2CCCCC2)o1	3.4%	2.0%	-6.7%

Part of the list above, reformatted:
compound | TDP1 block | KAT2A inh | DT40 TDP1 no CPT
O=C(CCCN1C(=O)c2ccccc2C1=O)Nc1ccccn1 | -3.6%[56.1 µM] | 2.2% | -8.2%
CCOC(=O)C1=C(c2ccccc2)NC(=S)NC1c1ccc(Cl)c([N+](=O)[O-])c1 (stereo unspecified) | 5.3% | -6.4% | /
O=C(c1ccc(C23CC4CC(CC(C4)C2)C3)o1)N1CCOCC1 | 1.1% | -22.4% | 23.1µM*
CCc1nc(NC(C)(C)C)c2cnn(-c3ccccc3)c2n1 | 2.7% | -10.3% | 18.4µM*
CCN(C(=O)COC(=O)c1cc(S(=O)(=O)N2CCOCC2)c(Cl)cc1Cl)C1CCS(=O)(=O)C1 (stereo unspecified) | -2.5% | 1.0% | -2.0%
COc1ccc([C@H]2CC(=O)C=C(c3cccc(C(F)(F)F)c3)C2)cc1 | -2.4% | -16.9% | -20.9%
CCOC(=O)c1c(NS(=O)(=O)Cc2ccccc2)sc2c1CCCC2 | -0.5% | -8.9% | 4.8%
CCN1C(=O)/C(=C\c2cccc(OC(=O)c3ccco3)c2)SC1=S | / | -2.0% | -6.1%
COc1ccc(CNC(=O)C2(C)Cc3ccccc3C(=O)O2)cc1 (stereo unspecified) | 7.2% | -6.6% | -28.9%
CCc1nonc1NC(=O)c1oc2cc(C)c(C)cc2c1C | 1.0%&0.0% | 2.2%&-0.7% | ?
COC(=O)c1ccc(S(=O)(=O)N2CCCCC2)o1 | 3.4% | 2.0% | -6.7%

Next section
SMILES	TDP1 block	KAT2A inh	DT40 TDP1 no CPT
CCOn1c(SC(C)C)nc2ccccc2c1=O	-3.0%	0.8%	-21.4%
COc1ccc(C(=O)O/N=C(\N)c2ccncc2)cc1OC	5.4%	-9.9%	?
CCOC(=O)c1[nH]cnc1C(=O)NC1CCCCC1	-1.1%	-4.2%	-10.9%
COc1ccc(CCNC(=O)C2CCCN(S(=O)(=O)c3ccc(F)cc3)C2)cc1 (stereo unspecified)	4.9%	-1.2%	16.4µM*
COc1ccc(F)cc1S(=O)(=O)NC(Cc1ccccc1)C(N)=O (stereo unspecified)	4.0%	-25.1%	-20.4%
Nc1cc(N)c(OCC(F)(F)F)cc1OCC(F)(F)F	3.8%	-4.0%	9.2µM*
Cc1noc(C)c1-c1nc(N2CCNCC2)c2ccccc2n1	-5.7%[56.1 µM]	-1.1%	?
O=C(O)c1c(NC(=O)N2CCOCC2)sc2c1CCCC2	/	7.2%	15.8%
Cc1[nH]n(-c2ccccc2)c(=O)c1/C=N/NC(=O)COc1ccccc1[N+](=O)[O-]	11.0%	-5.6%	4.61µM*
Cc1ccc(N(CC(=O)NC(C)c2ccccc2)S(=O)(=O)c2c(C)n[nH]c2C)cc1 (stereo unspecified)	0.4%	-20.2%	-25.6%
Cc1ccc(NCc2nnc(SC(C)C(=O)N/N=C/c3ccc(C)o3)n2-c2ccccc2)cc1 (stereo unspecified)	1.1%	-11.0%	-0.2%
CC1CCN(S(=O)(=O)c2cn(CC(=O)N3CCN(C)CC3)c(=O)c3ccccc23)CC1	0.0%	-6.5%	-1.3%
O=C(NC1CCCCC1)C(c1ccccc1)N1CCc2ccccc21 (stereo unspecified)	8.6%	-6.7%	20.6µM*
O=C(CCCc1nc2ccccc2s1)NCc1cccnc1	0.0%	-1.1%	0.4%

Some of the compounds tested. The share of hits here may be higher or lower than overall.
